Screening data (PubChem BioAssay)
GSH bead fluor: compound fluoresces at 488/530 nm on GSH beads; GSH beads flow cytometry, compound fluorescence 488/530 nm; stronger effect = higher value; AID 1776; fluorescence (KMESF) at 10 µM; hit rate 0.25% among 190,000; in the data active = fluorescence above about 89;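 note: glutathione beads carrying GST-tagged Bcl family fusion proteins plus one bare bead set; values are compound well signal with DMSO vehicle wells as background; inactives centre near 16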
ABCB1 inh: human ABCB1 inhibition, ABCG2 as counter-screen; CCRF-Adr cells, JC-1 efflux, flow cytometry; hit rate 0.067% among 190,000; inhibition, % at 6.6 µM; AID 1326; in the data active = inhibition above about 40%;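 note: 0% = vehicle and 100% = reference inhibitor; higher value means more JC-1 retained so stronger ABCB1 efflux block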
Avidin bead fluor: compound fluoresces at 488/530 nm on avidin beads. compound fluorescence 488/530 nm, flow cytometry; stronger effect = higher value. fluorescence (KMESF) at 10 µM. hit rate 0.38% among 220,000; in the data active = fluorescence above about 47; note: inactives centre near 10
Bcl-2 Bim block: inhibitors of Bim-Bcl-2 interaction, human; Bead-based flow cytometry, Bim peptide-Bcl-2 binding; inhibition, % at 10 µM; hit rate 0.06% among 190,000; AID 950; in the data active = inhibition above about 40%; inconclusive = no clear call, values can overlap the other calls;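 note: 0% = no compound wells with probe peptide and 100% = reference peptide inhibitor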
Bcl-W Bim block: disrupts Bim peptide binding to human Bcl-W; inhibition, % at 10 µM; Q92843; bead-based flow cytometry; AID 952; hit rate 0.02% among 190,000;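 note: 0% = bound tracer without compound and 100% = peptide blocker; higher means less fluorescent Bim peptide bound to Bcl-W beads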
Bim-Bcl-B: human Bim-Bcl-B interaction inhibition. inhibition, % at 10 µM. hit rate 0.073% among 190,000. Q9HD36. bead-based flow cytometry, Bim peptide-Bcl-B binding;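 note: 0% = tracer peptide without compound and 100% = reference inhibitor peptide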
Bim-Bcl-XL: human Bim-Bcl-XL interaction inhibition | Q07817 | Bim peptide-Bcl-XL binding, bead flow cytometry, fluorescence | inhibition, % at 10 µM | hit rate 0.04% among 190,000
RGS7-Gao reg: regulators of human RGS7-Galphao interaction; AID 1439; hit rate 0.35% among 220,000; binding response (% of control), % at 10 µM; Multiplexed bead flow cytometry, RGS7-Galphao binding; actives lie on both sides; P09471; in the data active = binding response below about 49% or above about 150%; inconclusive = no clear call, values can overlap the other calls; inactive = in between;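 note: fluorescent Galphao held in activated GDP-AlF4 state binding bead-coupled RGS7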
Target sequence (P09471 whole entry, looked up): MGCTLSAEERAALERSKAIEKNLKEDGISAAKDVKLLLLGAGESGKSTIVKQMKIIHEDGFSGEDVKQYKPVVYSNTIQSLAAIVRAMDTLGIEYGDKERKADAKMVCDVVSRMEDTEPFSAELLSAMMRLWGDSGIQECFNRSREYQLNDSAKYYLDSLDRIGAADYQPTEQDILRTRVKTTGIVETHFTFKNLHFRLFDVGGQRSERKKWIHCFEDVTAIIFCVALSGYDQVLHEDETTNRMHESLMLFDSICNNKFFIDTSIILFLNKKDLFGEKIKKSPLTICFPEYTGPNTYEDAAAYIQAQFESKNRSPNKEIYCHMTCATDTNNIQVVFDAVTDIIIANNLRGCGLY
RGS4-Gao reg: modulates binding of RGS4 to human Galphao; Multiplexed bead flow cytometry; actives lie on both sides; binding response (% of control), % at 10 µM; hit rate 0.33% among 220,000; AID 1415; in the data active = binding response below about 49% or above about 150%; inactive = in between;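 note: fluorescent Galphao activated with aluminum fluoride binding bead-coupled RGS4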
Bfl-1 Bim block: human Bim-Bfl-1 interaction inhibition; Bead-based flow cytometry, Bim-Bfl-1 binding inhibition; hit rate 0.12% among 190,000; Q16548; AID 1008; inhibition, % at 10 µM;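 note: 0% = wells without compound plus tracer and 100% = blocker peptide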
ABCG2 block: blocks JC-1 efflux by human ABCG2 transporter. Q9UNQ0. IgMXP3 cells, flow cytometry. inhibition, % at 6.6 µM. hit rate 0.1% among 190,000. AID 1325;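 active = inhibition above 80%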;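 note: 0% = DMSO and 100% = nicardipine control wells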
Target sequence (Q9UNQ0 whole entry, looked up): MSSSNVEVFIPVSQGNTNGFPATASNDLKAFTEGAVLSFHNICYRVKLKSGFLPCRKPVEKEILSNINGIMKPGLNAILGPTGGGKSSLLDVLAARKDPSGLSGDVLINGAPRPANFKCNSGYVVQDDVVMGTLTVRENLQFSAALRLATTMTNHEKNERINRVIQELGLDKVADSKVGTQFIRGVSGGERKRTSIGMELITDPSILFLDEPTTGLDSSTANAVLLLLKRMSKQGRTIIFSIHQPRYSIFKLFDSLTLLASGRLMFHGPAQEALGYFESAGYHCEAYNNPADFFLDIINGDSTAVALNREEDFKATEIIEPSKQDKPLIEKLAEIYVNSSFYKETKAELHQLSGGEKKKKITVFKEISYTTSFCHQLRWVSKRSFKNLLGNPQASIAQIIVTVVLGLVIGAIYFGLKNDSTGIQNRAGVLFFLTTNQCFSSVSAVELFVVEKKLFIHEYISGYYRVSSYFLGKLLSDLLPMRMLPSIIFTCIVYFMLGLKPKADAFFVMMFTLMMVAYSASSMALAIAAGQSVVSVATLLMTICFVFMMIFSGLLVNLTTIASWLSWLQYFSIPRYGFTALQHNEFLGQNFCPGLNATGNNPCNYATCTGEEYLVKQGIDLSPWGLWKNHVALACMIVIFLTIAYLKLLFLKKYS
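Read-out basis: Efflux inhibition in percent versus controls | Test system: ABCG2 IgMXP3 and barcoded ABCB1 CCRF-Adr cell mix | Quantity: 3 million cells/mL in well | Schedule: 10 min at 25 °C | Control set: Nicardipine as high control, DMSO as low control | Reagent: JC-1 as fluorescent efflux pump substrate | Signal: Flow cytometry of retained JC-1 fluorescence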
The depositor's hits bear a star; ? = inconclusive; / = no result given. Cut-off read from the data, not from the text of the source, unless noted: active = inhibition above about 40%. Not a hit list. Share with any hit: about 1.3%.

#1 Cc1cc(C)c2c(c1)NC(=O)C2(O)CC(=O)c1cccs1 (stereo not given)
#2 Cc1cc(C)n(-c2ccc(N3CCOCC3)nn2)n1
#3 Cc1ccsc1/C=N/Nc1nc2ccccc2s1
#4 Cc1c(C(=O)c2ccc([N+](=O)[O-])cc2)c(=O)n(C)c(=O)n1C
#5 CCC1CCCCN1C(=S)NC1CCCCC1 (stereo not given)
#6 CCCOc1ccc(/C(O)=C2/C(=O)C(=O)N(CCCOC)C2c2ccncc2)cc1 (stereo not given)
#7 COc1ccc(CCNC(=O)c2ccc(N(C)S(=O)(=O)c3ccc(C)cc3)cc2)cc1OC
#8 CCn1c(CNC(=O)Cc2ccc(OC)cc2)nnc1SCC(=O)c1ccc(Br)cc1

entry no.	1	2	3	4	5	6	7	8
ABCB1 inh	0.4	0.1	-2.4	0.1	0.1	0.1	0.9	0.7
Bcl-2 Bim block	-8	-10	-1	0	-5	-1	-3	2
Bim-Bcl-B	-9	-6	-9	0	-8	-8	-1	1
Bcl-W Bim block	-1	2	-3	-1	-4	0	-1	2
GSH bead fluor	30	8	8	14	13	42	13	16
Bfl-1 Bim block	-11	-15	0	2	-13	-12	4	0
ABCG2 block	2	1	1	0	1	1	5	8
RGS4-Gao reg	104	103	99	98	102	98	101	114
RGS7-Gao reg	98	102	100	93	96	99	104	118
Avidin bead fluor	12	10	4	10	11	4	9	6
Bim-Bcl-XL	-5	-5	-5	-3	-4	-1	0	3

#9 Cc1cc(NC(=O)c2nn(C)c(C)c2[N+](=O)[O-])no1
#10 CCCCn1c(NS(=O)(=O)c2ccc(C)cc2)c(S(=O)(=O)c2ccccc2)c2nc3ccccc3nc21
#11 CCOc1cccc(C(=O)NNC(=O)CCC(=O)O)c1
#12 Cc1ccc2nc(SCC(=O)Nc3ccc4c(c3)OCCO4)[nH]c2c1
#13 O=C(NCC(=O)N(CC1CCCO1)C(C(=O)NC1CCCC1)c1ccc(F)cc1)c1ccco1 (stereo not given)
#14 Cc1ccc(Oc2ccc(NC(=O)c3ccco3)cc2)cc1
#15 O=S1(=O)N=C(Nc2ccc(O)cc2)c2ccccc21
#16 O=C(CN(c1ccc(Cl)c(C(F)(F)F)c1)S(=O)(=O)c1ccccc1)N1CCOCC1

entry no.	9	10	11	12	13	14	15	16
ABCB1 inh	0.2	-0.3	0.6	1.6	0.4	0.5	0.0	1.5
Bcl-2 Bim block	-8	0	1	-5	-1	-13	-6	-4
Bim-Bcl-B	-5	-8	-6	-9	-3	-6	-3	-6
Bcl-W Bim block	-5	-4	0	-1	1	-1	-1	1
GSH bead fluor	4	12	11	26	25	21	19	14
Bfl-1 Bim block	-10	0	-1	-17	-11	-17	-7	-8
ABCG2 block	3	5	7	37	2	57	1	10
RGS4-Gao reg	105	96	103	99	99	102	101	101
RGS7-Gao reg	104	94	100	102	98	103	101	99
Avidin bead fluor	7	22	4	26	6	28	10	17
Bim-Bcl-XL	-4	-5	-4	-7	-3	-5	0	-1

#17 Cc1ccc(SCC(=O)NNC(=O)C2CCCCC2)cc1
#18 O=C(CC(=O)NCc1cccnc1)NCc1cccnc1
#19 CCCCCCCCCCCCCCCC[n+]1ccc(/C=N/O)cc1
#20 COc1cc(NC(=S)NC(=O)c2c(OC)cccc2OC)ccc1NC(=O)c1cccs1
#21 O=C(Oc1ccc2c3c(c(=O)oc2c1)CCC3)c1ccccc1[N+](=O)[O-]
#22 COc1ccc2cc(C)c3nnc(SCC(=O)Nc4cc(OC)c(OC)cc4C(=O)O)n3c2c1
#23 CCc1ccc(C(=O)COC(=O)c2cncc(Br)c2)cc1
#24 CC(=O)N(c1ccc(C)cc1)S(=O)(=O)c1ccc(Cl)cc1

entry no.	17	18	19	20	21	22	23	24
ABCB1 inh	0.2	2.0	1.2	4.8	-0.3	-0.9	1.5	0.9
Bcl-2 Bim block	0	5	15	0	-9	0	-5	-2
Bim-Bcl-B	0	8	-4	-5	-7	0	-3	-9
Bcl-W Bim block	0	7	-3	-2	-6	0	0	1
GSH bead fluor	15	35	8	16	13	19	12	16
Bfl-1 Bim block	-1	6	10	0	-11	2	-4	-5
ABCG2 block	0	-5	2	6	3	-6	7	2
RGS4-Gao reg	102	96	105	104	97	100	103	102
RGS7-Gao reg	101	98	125	106	99	?	?	?
Avidin bead fluor	37	7	32	9	8	9	10	10
Bim-Bcl-XL	3	6	-1	-3	-11	-5	-3	-3

Random excerpt: five compounds from above
#4 Cc1c(C(=O)c2ccc([N+](=O)[O-])cc2)c(=O)n(C)c(=O)n1C
#6 CCCOc1ccc(/C(O)=C2/C(=O)C(=O)N(CCCOC)C2c2ccncc2)cc1 (stereo not given)
#12 Cc1ccc2nc(SCC(=O)Nc3ccc4c(c3)OCCO4)[nH]c2c1
#24 CC(=O)N(c1ccc(C)cc1)S(=O)(=O)c1ccc(Cl)cc1
#19 CCCCCCCCCCCCCCCC[n+]1ccc(/C=N/O)cc1

entry no.	4	6	12	24	19
ABCB1 inh	0.1	0.1	1.6	0.9	1.2
Bcl-2 Bim block	0	-1	-5	-2	15
Bim-Bcl-B	0	-8	-9	-9	-4
Bcl-W Bim block	-1	0	-1	1	-3
GSH bead fluor	14	42	26	16	8
Bfl-1 Bim block	2	-12	-17	-5	10
ABCG2 block	0	1	37	2	2
RGS4-Gao reg	98	98	99	102	105
RGS7-Gao reg	93	99	102	?	125
Avidin bead fluor	10	4	26	10	32
Bim-Bcl-XL	-3	-1	-7	-3	-1

Remaining list, next part.
#25 COC(=O)c1c(C(=O)OC)c2cc(C)ccn2c1Cl
#26 Cc1oc(-c2cccs2)nc1CS(=O)CC(=O)NCCc1ccccc1 (stereo not given)
#27 CC1Sc2ccc(Cl)cc2-c2nc(N)ncc21 (stereo not given)
#28 CCO/C(C)=C1\C(=O)Nc2ccccc21
#29 CCOC(=O)c1c(C)[nH]c(C(=O)Cn2c(=O)c3c(ncn3CC)n(Cc3ccccc3)c2=O)c1C
#30 O=C(Nc1ccccc1C(=O)NCC1CCCO1)c1ccc(Cl)cc1Cl (stereo not given)
#31 CCOc1ccc(CCNC(=O)C2CCN(S(=O)(=O)N3CCCCC3)CC2)cc1OCC
#32 Cc1ccc(NC(=O)C(OC(=O)c2ccccc2Cl)c2ccccc2)cc1Cl (stereo not given)

entry no.	25	26	27	28	29	30	31	32
ABCB1 inh	0.0	1.0	0.2	0.9	1.6	-4.5	0.9	-0.1
Bcl-2 Bim block	2	-9	-3	0	-12	0	0	-7
Bim-Bcl-B	3	-12	0	0	-10	-2	-7	-15
Bcl-W Bim block	0	-3	-2	-1	0	1	-1	-17
GSH bead fluor	23	27	20	11	44	28	23	19
Bfl-1 Bim block	0	-10	0	2	-14	-1	-2	-5
ABCG2 block	0	3	3	5	1	-4	5	-1
RGS4-Gao reg	100	97	76	91	104	95	102	101
RGS7-Gao reg	100	97	102	90	100	97	101	100
Avidin bead fluor	34	6	9	35	3	11	12	3
Bim-Bcl-XL	0	-3	-2	3	2	0	-8	-18

#33 COc1cc2c(cc1OC)C(c1ccc(-c3ccc(Cl)c(Cl)c3)o1)=NCC2
#34 CCc1c(-c2ccccc2)nc2nc(C)c(C)nn12
#35 CCCCNC(=S)NNC(=O)c1csc(C)c1C
#36 O=C(c1ccco1)N1CCN(c2ncnc3c2nnn3Cc2ccccc2Cl)CC1
#37 CCOC(=O)/C=C1\Nc2ccccc2SC1=O
#38 COc1ccc(OC)c(NC(=O)c2ccc(S(=O)(=O)N3CCN(C)CC3)cc2)c1
#39 COCCNC(=S)N1CCC(Cc2ccccc2)CC1
#40 Cc1ccccc1OCc1nnc(SCC(=O)Nc2ccc3nc(SCC(=O)Nc4ccccc4)sc3c2)n1C

entry no.	33	34	35	36	37	38	39	40
ABCB1 inh	2.5	0.7	0.2	3.1	-0.3	0.5	-4.1	-6.8
Bcl-2 Bim block	2	-7	3	?	-12	-12	0	-1
Bim-Bcl-B	-2	-6	0	/	-9	-13	-1	-5
Bcl-W Bim block	0	0	1	/	-2	-1	-1	-5
GSH bead fluor	10	23	10	24	13	33	14	23
Bfl-1 Bim block	3	-11	5	/	-11	-14	0	0
ABCG2 block	24	6	19	8	17	2	-9	-20
RGS4-Gao reg	100	102	96	85	106	107	110	105
RGS7-Gao reg	99	102	108	95	105	104	117	112
Avidin bead fluor	31	8	20	4	7	12	10	11
Bim-Bcl-XL	0	-3	2	/	-11	-13	-3	-6

#41 Cc1cccc(N(CC(=O)N2CCN(c3ccccc3F)CC2)S(C)(=O)=O)c1
#42 CCOC(OCC)P(=O)(C(C)C)C(C)C
#43 CCOC(=O)C1CCCN(C(=O)N2CCOCC2)C1 (stereo not given)
#44 CCn1nnnc1NCc1ccc(N2CCCC2)cc1
#45 CCOC(=O)CC(NC(=O)Cn1nnc(-c2ccccc2F)n1)c1ccccc1Cl (stereo not given)
#46 CCOC(=O)N1CCN(C(=O)CSc2nc(-c3cccc(C)c3)ns2)CC1
#47 Cc1ccccc1N1C(S)=C(C#N)C(=O)NC12CCCCC2
#48 CC(C)Cn1c(Br)nc2c1c(=O)n(CCC#N)c(=O)n2C

entry no.	41	42	43	44	45	46	47	48
ABCB1 inh	0.4	0.3	-1.9	0.5	0.1	-6.3	/	-0.5
Bcl-2 Bim block	0	-1	-9	-1	-4	-4	0	0
Bim-Bcl-B	0	0	-8	10	-9	-6	-1	-8
Bcl-W Bim block	-1	-1	-1	0	-2	4	-2	-1
GSH bead fluor	13	12	33	22	12	11	9	15
Bfl-1 Bim block	-4	-1	-15	-1	-12	-4	5	-4
ABCG2 block	1	1	-1	2	0	0	0	5
RGS4-Gao reg	86	99	96	35*	105	106	100	88
RGS7-Gao reg	99	98	97	65	100	112	102	95
Avidin bead fluor	11	32	15	0	24	11	15	12
Bim-Bcl-XL	-2	-2	-10	2	-4	-2	-2	-1
